High-throughput results as filed in PubChem BioAssay.
FUS suppressor: qHTS for Suppressors of FUS Proteinopathy: Primary screen using FUS-linked yeast assay; hit rate 0.24% among 390,000; S. cerevisiae FUS-expressing, growth rescue, OD600, 24 h; Potency, µM (top dose mostly 76.6 µM), for inactives: at the highest dose growth rescue (activation), actives largely listed as activators; AID 1347120, 2019;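 further: potency means the concentration at half of the fitted maximal effect; plate controls were DMSO vehicle for no effect and reference control for full effect; nearly all actives have a fitted effect of over 55% in size; some results filed as inactive show a strong effect at the top dose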
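Read-out: OD at 600 nm after 24hr at 30C, reporting rescue of FUS-induced yeast toxicity. Cells at OD 0.005 in galactose (2%) minimal medium; compounds tested in a dilution series; CP55940 titration from 92uM final as control.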
IL-2 act: qHTS of IL-2 Activators. activation, % (series mostly up to about 46 µM). hit rate 0.065% among 360,000. IL-2 activation reporter assay, cell-based qHTS; stimulated with anti-CD3/CD4/CD28 beads; in transgenic mouse T cells. AID 652025, 2013; in the data active means activation above about 50%; inconclusive means mostly about 30% to 49%; further: 0% is about no effect
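First, unstimulated transgenic mouse T cells were exposed to compound for 60 min. Next, anti-CD3/anti-CD4-coated beads with anti-CD28 were added. Finally, after 18 h at 37 degrees C, EGFP and DsRed were imaged.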
PI5P4K alpha inh: qHTS for Inhibitors of phosphatidylinositol 5-phosphate 4-kinase (PI5P4K). Phosphatidylinositol 5-phosphate 4-kinase type-2 alpha (Homo sapiens), P48426. PI5P4Kalpha enzyme, ADP-Glo luminescence, 60 min; active compounds read low. max response, %. hit rate 1.2% among 330,000. AID 652105, 2013; active means max response of -50% or lower; inconclusive means between -30% and -50%; inactive means -30% or higher; further: value at the top dose of about 77 µM; on the % scale 0 is the no-effect control and ±100 the full control effect
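Enzyme plus substrate dispensed, test compounds pinned in, then ATP (5 microM final) added. After 60 min at RT, ADP-Glo reagent 1 for 45 min and reagent 2 for 30 min preceded luminescence imaging.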
Abeta yeast res: qHTS for compounds that reverse cellular toxicity of Amyloid beta (A-beta) peptide in yeast: Primary Screen. yeast expressing A-beta42, growth rescue, OD600, 48 h; response scale: 0% DMSO, 100% iron-clioquinol control. Potency, µM (doses to about 46.1 µM), without a hit: top-dose growth rescue, hits mostly activators. hit rate 0.063% among 410,000. AID 1347071, 2019; further: potency means the concentration at half of the fitted maximal effect; nearly all actives have a fitted effect of over 55% in size
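Growth rescue measured by 600 nm absorbance after 48 h yeast culture at 30 C with compound. Values normalized between DMSO and an equimolar ferric chloride plus clioquinol control.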
EPAC1 agonist: qHTS for Agonist of cAMP-regulated guanine nucleotide exchange factor 3 (EPAC1): primary screen; Rap guanine nucleotide exchange factor 3 (Homo sapiens), O95398; hit rate 0.073% among 360,000; Potency, µM (doses to about 154 µM), for inactives: top-dose activation, actives largely listed as activators; EPAC1 agonist qHTS, biochemical assay; response scale: 100% = response to 6.5 mM cAMP; further: potency means the concentration at half of the fitted maximal effect; nearly all actives have a fitted effect of over 60% in size
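Normalized to 6.5 mM cAMP, activity reflects EPAC1-catalysed release of BODIPY-GDP from Rap1B, followed kinetically over 30 min at 480 nm excitation, 540 nm emission. Reaction contained 100 nM EPAC1, 250 nM Rap1B-BODIPY-GDP, 50 uM GDP.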
EPAC1 antagonist: qHTS for Antagonist of cAMP-regulated guanine nucleotide exchange factor 3 (EPAC1): primary screen. Rap guanine nucleotide exchange factor 3 (Homo sapiens), O95398. EPAC1 GEF assay, Rap1b-BODIPY-GDP exchange fluorescence. Potency, µM (top dose mostly 115 µM), inactives show at the highest dose activity change, negative = inhibition, hits mostly inhibitors. hit rate 0.14% among 360,000;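 further: potency means the concentration at half of the fitted maximal effect; plate controls were vehicle for no effect and positive control for full effect; nearly all actives have a fitted effect of over 50% in size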
WRN helicase inh: qHTS for Inhibitors of WRN Helicase; WRN helicase unwinding, fluorescent forked duplex, kinetic; Potency, µM (highest dose often 114 µM), for the others: at the highest dose activity change, negative = inhibition, usual class: inhibitors; hit rate 0.46% among 360,000; further: potency means the concentration at half of the fitted maximal effect; on the % scale 0 is the no-effect control and ±100 the full control effect; nearly all actives have a fitted effect of over 55% in size
Target sequence (Q14191 whole entry, looked up): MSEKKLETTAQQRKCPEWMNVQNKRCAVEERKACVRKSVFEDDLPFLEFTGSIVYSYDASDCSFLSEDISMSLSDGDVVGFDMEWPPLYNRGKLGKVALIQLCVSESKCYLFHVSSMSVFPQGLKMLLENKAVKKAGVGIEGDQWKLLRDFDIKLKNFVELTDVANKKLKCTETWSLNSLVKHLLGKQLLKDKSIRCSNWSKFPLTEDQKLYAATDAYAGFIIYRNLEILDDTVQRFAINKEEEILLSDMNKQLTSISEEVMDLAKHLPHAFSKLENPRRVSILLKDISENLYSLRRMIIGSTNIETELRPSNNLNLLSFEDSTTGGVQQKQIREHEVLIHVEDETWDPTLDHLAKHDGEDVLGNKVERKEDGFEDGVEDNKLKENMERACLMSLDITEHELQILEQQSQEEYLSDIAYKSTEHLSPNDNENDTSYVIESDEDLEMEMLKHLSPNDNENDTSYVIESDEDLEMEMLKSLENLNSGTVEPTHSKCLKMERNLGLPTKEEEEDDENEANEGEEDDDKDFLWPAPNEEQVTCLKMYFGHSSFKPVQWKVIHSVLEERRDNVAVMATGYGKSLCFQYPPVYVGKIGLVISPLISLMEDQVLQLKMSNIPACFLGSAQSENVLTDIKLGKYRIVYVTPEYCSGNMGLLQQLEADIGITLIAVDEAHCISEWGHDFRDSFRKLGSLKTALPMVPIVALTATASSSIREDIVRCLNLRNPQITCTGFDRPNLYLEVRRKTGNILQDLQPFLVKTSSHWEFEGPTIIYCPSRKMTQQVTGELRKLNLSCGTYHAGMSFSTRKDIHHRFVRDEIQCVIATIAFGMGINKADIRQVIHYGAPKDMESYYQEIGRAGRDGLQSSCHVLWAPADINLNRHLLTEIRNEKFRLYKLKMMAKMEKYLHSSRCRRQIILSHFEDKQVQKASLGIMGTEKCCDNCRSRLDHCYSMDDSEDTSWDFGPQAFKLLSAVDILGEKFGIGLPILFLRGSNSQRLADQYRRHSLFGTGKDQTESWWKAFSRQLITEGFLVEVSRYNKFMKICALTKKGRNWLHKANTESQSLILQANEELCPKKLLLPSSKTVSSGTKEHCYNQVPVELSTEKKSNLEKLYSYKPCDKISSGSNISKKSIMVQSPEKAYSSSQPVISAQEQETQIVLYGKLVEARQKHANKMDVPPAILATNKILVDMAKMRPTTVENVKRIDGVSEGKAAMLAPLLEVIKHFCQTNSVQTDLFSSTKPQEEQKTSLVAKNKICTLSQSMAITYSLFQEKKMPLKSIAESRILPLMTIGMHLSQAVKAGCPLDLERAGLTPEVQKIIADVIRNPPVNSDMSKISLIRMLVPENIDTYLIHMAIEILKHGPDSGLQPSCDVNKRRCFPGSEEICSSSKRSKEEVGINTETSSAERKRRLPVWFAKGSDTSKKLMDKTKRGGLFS
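Screening of the MLSMR collection measured strand separation of a quenched forked DNA duplex (100 nM) by 20 nM WRN with 2 mM ATP, all final. Compounds were preincubated with enzyme 15 min at room temperature.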
aSyn yeast inh: qHTS of alpha-syn Inhibitors. Yeast expressing alpha-synuclein, growth rescue, BacTiter-Glo, 24 h. hit rate 0.14% among 370,000. Potency, µM (titrated, usually from 46.1 µM), inactives show at the highest dose growth rescue (activation), actives largely listed as activators; further: potency means the concentration at half of the fitted maximal effect; % of control where 0% means no effect; nearly all actives have a fitted effect of over 65% in size
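Screening used galactose-induced yeast with toxic alpha-synuclein levels, exposed to compound for 24 hr at 30 deg C. Cell growth, read with BacTiter-Glo luminescence, gave the measured signal.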
PLK1 PBD inh: qHTS for Inhibitors of PLK1-PDB (polo-like kinase 1 - polo-box domain): Primary Screen. Plk1 PBD binding of FITC phosphopeptide, fluorescence polarization. Potency, µM, for the others: max response, negative = inhibition, hits mostly inhibitors. hit rate 2.8% among 360,000. Serine/threonine-protein kinase PLK1 (Homo sapiens), P53350; further: potency means the concentration at half of the fitted maximal effect; series mostly up to about 57 µM; on the % scale 0 is the no-effect control and ±100 the full control effect; nearly all actives have a fitted effect of over 65% in size
* = called active by the depositor; ? = inconclusive; . = no result given; & = joins results of further samples; [ ] = remark or other dose. Unless noted, the call rests on the fitted dose curve; in most records, active means well fitted curve in the direction sought with a large enough effect; inconclusive means small, poorly fitted or top-dose-only effect, or another doubt; inactive means no such curve, though single readings can be large; an effect the other way counts as inactive or inconclusive.

SMILES	FUS suppressor	IL-2 act	PI5P4K alpha inh	Abeta yeast res	EPAC1 agonist	EPAC1 antagonist	WRN helicase inh	aSyn yeast inh	PLK1 PBD inh
Cc1ccc(Nc2cc(C)nc3c(C)ccc([N+](=O)[O-])c23)cc1	-4%	1.8	15	-54%[inhibitor]	11%	-16%	-20%[57.1 µM]	-1%	-5%
O=C(Nc1nnc(SCc2cccc(F)c2)s1)c1ccco1	-32%	-0.2	6	28%	4%	-3%	-3%	1%	-4%
C=CCN1C(=O)c2ccc(C(=O)OCC(=O)Nc3ccccc3OC)cc2C1=O	-24%	0.0	-2	1%	-4%	3%	2%	4%	-8%
C/C(=N\NC(=O)c1c(Br)c(C)nn1C)c1cccc(NC(=O)c2ccccc2F)c1	23%	-2.6	-2	14%	-10%	-20%	-2%	3%	-1%
O=C(CSc1nnc2ccccn12)c1ccc2c(c1)OCCO2	-29%	-2.1	-13	9%[9.22 µM]	0%	7%	-14%	-1%	-22%
COC(=O)c1nc2ccccc2s1	31%	1.2	.	3%	-1%	13%	11%	-17%	-1%
CC(C)Oc1ccc(CNC(=O)Cn2c(=O)oc3ccccc32)cc1	-12%&-9%	-2.2	1	8%&17%	-1%	0%	-2%	7%	4%
OCCn1c(SCCOc2ccccc2F)nc2ccccc21	1%	2.7	13	25%	0%	-3%	-3%	-2%	-12%
Cc1cc(C)c2nc(N3C(=O)C(O)=C(C(=O)c4ccco4)C3c3ccco3)sc2c1 (stereo not drawn)	?	-1.4	-53*	-20%	-12%	50µM*	-14%[11.6 µM]	3%	11µM*
CCC(C)NC(=O)c1cc(OC)c(OC)c(OC)c1 (stereo not drawn)	8%	-0.4	.	5%	1%	3%	-22%	-12%	?
CC(O)(c1ccccc1)c1nc(-c2ccc(F)c(Cl)c2)cs1 (stereo not drawn)	17%	0.9	25	-80%[inhibitor]	-3%	?	1%	-46%[inhibitor]	-9%
Cc1ccc(C)c(Cn2cnc3c(cnn3C(C)(C)C)c2=O)c1	12%	-0.5	13	8%	-1%	-19%	-6%	6%	1%
O=C(O)Cc1ccc(C(=O)CSc2ccccc2)s1	13%	0.1	-59*	14%	8%	?	?	-1%	12µM*
COc1cccc(C(=O)Nc2ccc(F)cc2F)c1	17%	0.4	.	5%	-13%	3%	-13%	-12%	2%
Cc1noc(C)c1NC(=O)N(C)C[C@@H]1Oc2ncc(Br)cc2C(=O)N([C@@H](C)CO)C[C@H]1C	-15%	2.9	-5	-1%	2%	-13%	-4%	-4%	-5%
CC1(C(=O)NCCC#N)CCN1C(=O)Cc1ccc(-c2ccccc2)cc1 (stereo not drawn)	2%	0.0	0	-3%	6%	-12%	8%[57.1 µM]	0%	-12%
Cc1cc(C2=NNC(=NCCc3ccccc3)SC2)c(C)n1-c1c(C)n(C)n(-c2ccccc2)c1=O	?	3.0	-1	-5%	-1%	-7%	-1%	0%	-17%
COc1ccc(CN2C(=O)C(CC(=O)NCCc3ccccn3)CC(C(=O)N3CCCCCC3)=C2C)cc1 (stereo not drawn)	24%	0.1	-2	.	-10%	-18%	-2%	.	.
COC(=O)C1=CN(C)C=C(C(=O)OC)C1c1ccccc1Cl	1%	-3.3	2	-10%	-3%	6%	-7%	-7%	-13%
COc1cc(CCC(=O)OCC(=O)NCC2CCCCC2)cc(OC)c1OC	17%	0.8	-6	13%	3%	-24%	-2%	3%	-6%
C/C(=N\NC(=O)c1cccc(C)c1)c1ccc(N2CCOCC2)cc1	-4%	0.1	2	1%	0%	7%	-8%	1%	-1%
O=C(COC(=O)CCC(=O)c1cccs1)Nc1ncc(Cl)cc1Cl	.	1.0	0	20%	-9%	1%	-13%	-6%	-2%
COc1ccccc1/C=C/C(=O)OCC(=O)Nc1cc(C(F)(F)F)ccc1N1CCOCC1	7%	-1.9	1	2%	4%	-12%	-26%[57.1 µM]	-3%	-10%
NC(CO)(CO)COCc1ccccc1	4%	-1.7	-2	1%	-2%	-5%	-5%	1%	-5%
O=C(CC12CC3CC(CC(C3)C1)C2)N/N=C/c1ccc([N+](=O)[O-])o1	34%	-1.2	9	-16%	-5%	9%	-19%	-6%	-23%
CC(=O)C1=C(O)C(=O)N(CCc2c[nH]c3ccccc23)C1c1ccc(O)cc1 (stereo not drawn)	?	1.4	.	15%	3%	0%	-2%	2%	-9%
O=C(Nc1ccc2c(c1)OCO2)c1nn(-c2ccccc2)c(=O)c2ccccc12	14%	0.4	1	-7%	2%	1%	-12%	-3%	-2%
CCn1ccnc1CN(C)Cc1cn[nH]c1-c1ccc(OC)c(F)c1	-6%	0.1	-1	8%	5%	0%	-4%	-8%	-14%
COc1ccc(CN2C(=O)c3ccccc3C2C(=O)NC2CCCCCC2)c(OC)c1 (stereo not drawn)	0%&-9%	-1.9	2	-9%&-13%	3%	13%	-5%	-5%	-14%
O=C(O)CSCC(=O)N1CCCN(c2nc3ccc(Cl)cc3s2)CC1	5%	2.7	2	3%	9%	6%	?	-7%	-13%
CCN(CC)c1ccc(C=Nc2ccccc2)c(O)c1	-11%	-1.4	-25	1%	0%	19%	-27%[57.1 µM]	-1%	-10%
Cc1ccccc1NC(=O)CCN1CCN(CCO)CC1	-4%	-0.2	1	0%	2%	-20%	-2%	1%	0%
C#CCNC(=O)C1=C[C@@H](c2ccc(Br)cc2)C[C@@H](OCc2ccc(CO)cc2)O1	?	-0.5	2	1%	-1%	-26%	-5%	3%	-3%
CC(=O)Nc1ccc(OC(=O)N2CCCC2)cc1	-26%	-1.6	7	-8%	-2%	-16%	5%	-2%	3%
O=S(=O)(c1ccccc1)c1nc(-c2ccccc2Cl)oc1NCCCN1CCOCC1	11%	2.1	5	-5%	9%	-6%	-23%	-27%	1%
Cc1ccc2c(c1)C(c1ccccc1)N(C(=O)c1ccc(Br)cc1)CC(=O)N2 (stereo not drawn)	?	-0.6	0	10%	2%	-1%	3%	8%	1%
CCN1C(=O)/C(=C\N2CCN(C)CC2)SC1=S	-12%	0.0	-5	7%	6%	2%	1%	1%	-2%
Cc1ccc(NC(=O)COC(=O)COc2cccc3c2OC(C)(C)C3)cc1C	5%	-4.2	6	12%	1%	0%	-3%	-10%	1%
CN(C)S(=O)(=O)c1ccc(Cl)c(NC(=O)COC(=O)c2ccc3c(c2)NC(=O)CS3)c1	5%	1.3	-23	-3%	-6%	-14%	-17%	3%	?
COc1ccc(OC)c(NC(=O)c2nnn(Cc3ccc(Br)cc3F)c2N)c1	19%	-2.1	3	-12%	-3%	-23%	-14%	14%	?
CC(=O)OC(C=C(C)C)C/C(C)=C/COc1c2ccoc2cc2oc(=O)ccc12 (stereo not drawn)	5%	-0.4	-1	-2%	-16%	-2%	-6%	10%	1%
Cc1ccc(C(=O)NCc2ccc(Cl)c(Cl)c2)o1	7%	-0.9	0	-55%[inhibitor]	-8%	7%	-7%	-9%	-3%
O=C(Nc1ccc(Br)cc1)c1ccco1	59%	1.5	.	-21%	9%	-7%	-1%	-37%[inhibitor]	-14%
C=CCn1c(SCCC)nc2sc3c(c2c1=O)CCc1ccccc1-3	33%	-0.4	-9	1%	-2%	8%	-4%	2%	-13%
CCCCC(NS(=O)(=O)c1ccc(C)cc1)C(=O)Oc1ccc2c3c(c(=O)oc2c1)CCC3 (stereo not drawn)	.	1.6	-4	3%	0%	5%	3%	5%	0%
CCn1c(-c2ccccn2)nc2cc(S(=O)(=O)N(C)C)ccc21	6%	1.9	4	6%	7%	-1%	-9%	2%	-3%
CN(c1cccc(NC(=O)c2ccccc2N(C)S(C)(=O)=O)c1)S(C)(=O)=O	1%	2.5	-1	9%	0%	-7%	-4%	6%	-2%
O=C(N/N=C/c1cccc(OC(=O)c2ccco2)c1)c1ccc(F)cc1	2%	-0.4	-5	6%	-3%	19%	-10%[57.1 µM]	0%	0%
Cc1ccc(C)c(S(=O)(=O)N2CCCC2CNC(=O)C(=O)NCc2ccccc2C)c1 (stereo not drawn)	33%	-4.1	-24	-1%	15%	-7%	-1%	8%	-4%
CCn1c(=O)c2cc(C(=O)NCCN3CCOCC3)sc2c2ccccc21	-16%	-0.8	-3	1%	-2%	18%	-4%	5%	-14%
O=C(CSc1ncccn1)N1CCN(S(=O)(=O)c2ccccc2)CC1	14%	-0.4	-1	-6%	-4%	5%	-7%	-5%	-22%
Cc1occc1C(=O)NNC(=O)Nc1ccc(F)cc1F	.	-3.7	8	-14%	14%	-10%	2%	-9%	-16%
O=C(Nc1nnc(SCC(=O)N2CCCc3ccccc32)s1)c1ccccc1	-8%	0.3	-1	22%	4%	-12%	-9%	1%	-2%
COc1ccc(NC(=O)CCNC(=O)C2CCN(S(=O)(=O)c3ccc(F)cc3)CC2)cc1OC	-13%	-3.3	-7	8%	8%	4%	4%	1%	-11%
c1cncc(Nc2c3ccccc3nc3ccccc23)c1	20%	-4.7	6	-6%	1%	-24%	-19%	-4%	2%
Cc1cc(C)cc(NC(=O)N2CCN(S(C)(=O)=O)CC2)c1	-3%	-1.0	-4	-9%	1%	9%	9%[57.1 µM]	5%	-29%
